Bioassay records deposited in PubChem BioAssay by several laboratories.
HSP90 inh: blocks HSP90-mediated luciferase refolding in reticulocyte lysate. AID 1789. 0.91% of 290,000 active. inhibition, % at 5.6 µM. Rabbit reticulocyte lysate, luciferase refolding luminescence, 3 h;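 active = inhibition above the screen-wide mean plus 3 SD, computed separately per campaign, cut at about 16% in these data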;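 also: 0% = DMSO wells and 100% = 60 µM geldanamycin wells; inhibitors lower the luminescence because luciferase stays unfolded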
GSK3beta inhib: blocks human GSK3beta kinase activity; P49841; GST-GSK3beta kinase, ADP-Glo luminescence, 60 min; stronger effect = lower value; activity score (negative = inhibition), % at 10 µM; 0.038% of 300,000 active; AID 2097;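 active = more than half of replicate wells score below -50%, meaning over 50% inhibition versus plate controls; inconclusive = some replicates but at most half score below -50%; inactive = no replicate scores below -50%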;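 also: 0% = median DMSO wells and -100% = median GW8510 positive control wells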
Target sequence (P49841 whole entry, looked up): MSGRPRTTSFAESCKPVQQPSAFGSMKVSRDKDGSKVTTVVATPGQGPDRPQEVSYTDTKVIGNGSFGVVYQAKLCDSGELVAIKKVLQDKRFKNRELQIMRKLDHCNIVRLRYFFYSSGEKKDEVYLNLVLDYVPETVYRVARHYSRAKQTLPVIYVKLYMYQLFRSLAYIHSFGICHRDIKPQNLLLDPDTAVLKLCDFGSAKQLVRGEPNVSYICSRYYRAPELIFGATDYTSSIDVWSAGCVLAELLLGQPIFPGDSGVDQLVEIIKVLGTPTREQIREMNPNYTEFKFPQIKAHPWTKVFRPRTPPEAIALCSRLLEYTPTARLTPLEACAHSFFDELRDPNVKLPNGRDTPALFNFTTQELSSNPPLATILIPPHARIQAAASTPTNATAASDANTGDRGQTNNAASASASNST
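test system = GST-tagged human GSK3beta kinase, cell-free | reagent = 25 µM ATP with peptide substrate | dosing = one dose of 10 µM per compound | schedule = 60 min reaction, RT | detection = luminescent ADP-Glo measurement of ADP formed | control set = DMSO neutral wells and GW8510 at 20 µM as positive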
AI-2 QS modul: Vibrio harveyi AI-2 quorum sensing modulation | Vibrio harveyi JMH597 AI-2 luminescence/OD600 ratio, 9 h; stronger effect = lower value; strain lacks LuxN and CqsS sensors; 0 = neutral-control median | activity change, % at 7.5 µM | 0.4% of 300,000 active | AID 2094; in the data active = activity change below about -75%, passing the limit was not always enough; inconclusive = no clear call, values can overlap the other calls;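 also: luminescence divided by OD600 gain over 9 h not by final OD600 alone; inactives centre near 13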
aSyn 5UTR inh: MLPCN primary screen, SNCA 5' untranslated region. AID 1813. inhibition, % (tested at 7.5 µM). 0.82% of 300,000 active. alpha-synuclein 5'UTR reporter, inhibitor activity; in the data active = inhibition above about 60%; inconclusive = no clear call, values can overlap the other calls;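 also: H4 neuroglioblastoma cells stably carrying SNCA 5'UTR luciferase fusion; 0% = DMSO wells and 100% = positive control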
KLF5 inhibitor: suppresses KLF5 promoter-driven expression | DLD-1 KLF5 promoter-luciferase reporter, luminescence | inhibition, % at 5 µM | 0.23% of 290,000 active | AID 1700;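 active = inhibition above a per-plate limit of that plate's mean compound inhibition plus 3 SD, cut at about 60% in these data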;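 also: 0% = DMSO wells and 100% = LY294002 at 200 µM; higher means less KLF5 promoter-driven luciferase light; inactives centre near -14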
PolyA inhibitor: blocks polyadenylation in yeast reporter cells; S. cerevisiae SKY197-pL101 polyadenylation reporter, beta-gal luminescence; efflux-impaired pdr1/pdr3 knockout yeast; score 100 = 6 SD above DMSO; calls only at 12 µM; 0.02% of 300,000 active; AID 1875;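 active = lowest replicate activity score at least 50, where 100 means six control SD above control mean; inconclusive = lowest score under 50 but half or more replicates reach 50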;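 also: yeast exposed to compound for 9 h at 30 °C; higher score means more reporter readthrough which indicates perturbed polyadenylation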
IEC-6 tox: IEC-6 cytotoxicity, counter-screen for KLF5 inhibitors | luminescence viability | inhibition, % at 5 µM | 0.78% of 290,000 active; in the data active = inhibition above about 22%;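 also: 0% = plate median of test compound wells and 100% = cytotoxic reference compound wells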
HSF1 inhib: HSF1 inhibition; activity change, negative = inhibition, % at 7.5 µM (by protocol); 0.77% of 300,000 active; NIH3T3-HGL HSE-luciferase, MG132-induced, luminescence 8 h; stronger effect = lower value; AID 2098;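 active = more than half of replicate wells show activity change below -50%, luminescence cut by over half; inconclusive = some wells, but at most half, below -50%; inactive = no replicate well below -50%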;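 also: luciferase reports HSF-1 transcriptional activity via heat shock element; 0% = median of DMSO wells and -100% = zero luminescence signal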
GSK3 alpha inh: human GSK-3 alpha kinase inhibition; inhibition, % at 10 µM; ADP-Glo luminescence, 60 min; 0.1% of 320,000 active; P49840;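 in the data active = inhibition above about 50%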;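 also: GST-tagged GSK-3 alpha with peptide substrate and 25 µM ATP; 0% = DMSO neutral wells and 100% = GW8510 positive control wells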
Target sequence (P49840 whole entry, looked up): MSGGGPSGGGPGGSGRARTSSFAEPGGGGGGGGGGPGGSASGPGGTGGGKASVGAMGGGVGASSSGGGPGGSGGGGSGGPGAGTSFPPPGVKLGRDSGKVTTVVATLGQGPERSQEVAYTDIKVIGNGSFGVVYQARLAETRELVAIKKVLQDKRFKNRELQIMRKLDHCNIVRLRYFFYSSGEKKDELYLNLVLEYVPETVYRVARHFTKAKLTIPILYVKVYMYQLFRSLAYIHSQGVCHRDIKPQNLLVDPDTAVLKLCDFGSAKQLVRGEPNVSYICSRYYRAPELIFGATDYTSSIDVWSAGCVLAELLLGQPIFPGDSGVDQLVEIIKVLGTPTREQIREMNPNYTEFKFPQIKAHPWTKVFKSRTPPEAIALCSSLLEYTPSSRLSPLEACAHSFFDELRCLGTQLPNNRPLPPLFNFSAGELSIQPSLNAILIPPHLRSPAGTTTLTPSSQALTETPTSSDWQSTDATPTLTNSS
HSF1 activator: increases HSF-1 driven luciferase reporter signal | NIH3T3-HGL HSF-1 luciferase reporter, MG132, 8 h; 100% = twice DMSO control signal | AID 504408 | activation, % at 9 µM | 1.7% of 300,000 active;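 active = mean replicate activation of at least 50% with a set share of replicates each reaching 50%; inconclusive = only one of those two conditions met; inactive = mean below 50% and too few replicates reaching it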;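 also: 0% = median of the neutral control wells and 100% = twice that signal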
Starred values were filed as active, the others as inactive; i = inactive; ? = inconclusive; . = no result given.

SMILES	HSP90 inh	GSK3beta inhib	AI-2 QS modul	aSyn 5UTR inh	KLF5 inhibitor	PolyA inhibitor	IEC-6 tox	HSF1 inhib	GSK3 alpha inh	HSF1 activator
O=c1cc(-c2ccccc2)nc(SCc2ccc(F)cc2)[nH]1	0	-1	32	11	-9	i	0	-2	0	40
O=C1[C@@H]2Cc3c([nH]c4ccccc34)C(c3ccc([N+](=O)[O-])cc3)N2C(=O)CN1C1CC1 (stereo partly specified)	-4	-2	23	-34	69*	i	80*	37	-3	?
Cc1cc(C)n2c(SCCC(C)C)nnc2n1	-2	2	16	-4	3	i	3	12	-2	28
Cc1noc(C)c1COC(=O)CCc1nc2ccccc2c(=O)[nH]1	1	-2	5	4	-9	i	1	-1	0	1
CCOc1ccc(NC(=O)c2sccc2-n2cccc2)cc1	-2	-4	16	-38	-16	i	4	-6	1	10
CCN(CCO)Cc1csc2cccc(Br)c12	-1	-3	-6	-8	-31	i	2	0	1	17
Cc1oc(-c2ccc(Cl)cc2)nc1CN1CCCC(C(=O)N2CCOCC2)C1 (stereo unspecified)	-1	13	9	22	-25	i	0	4	-2	0
Cc1ccc(CC(=O)N/N=C/c2ccc3c(c2)OCO3)cc1	20*	-1	12	-28	-81	i	-6	3	-1	-11
Oc1ccc(-c2nc(-c3ccc(O)c(O)c3)cs2)cc1	-1	4	39	36	69*	i	-1	30	31	37
CCOc1ccc(/C=C/C(=O)Nc2ccccc2C(F)(F)F)cc1	-1	6	10	-76	-44	i	3	7	0	26
COc1ccc(C2(c3ccc(OC)cc3)NC(=O)N(CC(=O)Nc3cc(C)ccc3OC)C2=O)cc1	7	2	5	-8	-8	i	0	13	-1	25
O=C(Nc1ccncc1)OCc1ccccc1	-2	-1	-16	-25	-32	i	-1	1	0	-8
O=C(/C=C/c1ccccc1)NNc1ccc(Cl)cc1	-1	0	-97*	21	27	i	6	-1	-1	19
COc1ccc(C)cc1NC(=O)CSc1nnc(-c2ccc(OC)c(OC)c2)n1N	4	-1	3	20	-10	i	6	-1	-2	23
CC(C)Sc1nc(N)nc(-c2cccs2)c1C#N	0	-3	-13	-146	-139	i	-1	24	0	35
O=C(CSCc1ccc(Cl)cc1)c1ccco1	.	1	-7	-28	.	i	.	8	-5	1
CC(C)CN(C(=O)C1CC1)c1c(N)n(Cc2ccccc2)c(=O)[nH]c1=O	.	0	13	-15	.	i	.	-3	0	-1
NS(=O)(=O)c1ccc(NS(=O)(=O)c2ccc3c(c2)OCCO3)cc1	2	-1	25	5	-14	i	1	1	-2	10
Cc1ccc(S(=O)(=O)N2CCN(C(=O)CN3C(=O)NC4(CCOc5ccccc54)C3=O)CC2)cc1 (stereo unspecified)	1	-2	22	13	10	i	-4	-10	-3	-20
Cn1c(=O)c2[nH]c(=O)cnc2n(C)c1=S	-3	-3	13	11	-29	i	-4	1	-1	-29
COc1cc2c(cc1OC)C(C)N(C(=O)c1ccc(Br)o1)CC2 (stereo unspecified)	-5	-28	21	31	-5	i	3	0	-2	12
COc1ccccc1NC(=O)NC1CCCc2ccccc21 (stereo unspecified)	2	1	13	12	13	i	10	-1	-2	2
O=C(NC1CCN(C(=S)NCc2ccco2)CC1)NC12CC3CC(CC(C3)C1)C2	-3	2	6	14	-5	i	-7	17	-2	33
COc1cccc(N/C(N)=N/c2nc(C(F)(F)F)cc(C(F)(F)F)n2)c1	-4	0	3	23	-46	i	-6	-5	-1	8
Cc1ccc(C(=O)COc2ccc3ccc(=O)oc3c2)cc1	-1	-1	37	-8	-10	i	-6	8	1	5
CC1(C)Cc2c(C#N)c(N)sc(=S)c2CO1	1	0	11	6	-13	i	1	-3	6	-1
Cc1cccc(C)c1NC(=O)C(NC=O)c1ccc(Cl)cc1 (stereo unspecified)	-3	5	8	-3	-22	i	1	4	-2	4
Cc1ccc(N2C(=O)C3CCCN3C2=S)cc1Cl (stereo unspecified)	0	3	5	2	-29	i	4	0	0	-1
CCOC(=O)C1CCN(S(=O)(=O)c2ccc(Cl)nc2)CC1	-2	0	36	-5	-15	i	-2	0	-3	-5
Cc1csc(SCc2ccc(C(=O)O)cc2)n1	-1	-4	21	-29	-21	i	8	-3	0	0
O=C(NCc1ccco1)C1CCN(C(=O)c2ccc([N+](=O)[O-])cc2)CC1	3	1	2	-4	10	i	-3	3	-3	16
CCc1nn2cc(C(=O)c3cc(C)ccc3O)cnc2c1-c1ccc(F)cc1	1	-2	12	-10	-17	i	3	0	.	-1
COc1ccccc1N1CCN(C2CCCN(C(=O)c3ccoc3)C2)CC1 (stereo unspecified)	6	.	9	-31	-36	i	3	6	-1	6
COc1cc(/C=C/C(=O)O)cc(Br)c1O	2	1	46	1	-6	.	-8	3	-2	15
CCOc1ccc(OCC)c(NC(=O)C2CCCN2S(=O)(=O)c2cccc3cccnc23)c1 (stereo unspecified)	2	4	10	12	15	i	5	-5	0	12
O=C(COc1ccccc1)Nn1c(-c2ccccc2)nc2ccccc2c1=O	5	-2	11	-7	3	i	3	-2	-2	-9
CCOC(=O)CC1C(=O)NCCN1C(=O)c1cc2c(=O)n3ccccc3nc2s1 (stereo unspecified)	3	1	11	-12	-18	i	0	0	-3	11
Cc1ccccc1NC(=O)Cc1nc(COC(=O)c2ccc(Cl)c(S(N)(=O)=O)c2)cs1	.	0	-3	20	.	i	.	7	0	31
CCCCC(=O)Nc1nnn(CCC)n1	2	1	32	5	-15	i	1	-7	4	-3
O=S(=O)(Nc1ccc(N2CCCCC2)cc1)c1ccc(F)c(F)c1	0	6	-12	6	-52	i	1	16	-2	39
Cc1ccc(C)c(N2CCN(S(=O)(=O)c3ccc4c(c3)NC(=O)CS4)CC2)c1	6	-2	26	2	16	i	0	19	-2	25
O=C(/C=C/c1ccc2ccccc2c1)c1ccoc1	-3	-26	11	-123	-9	i	-1	16	0	19
O=C(NCc1ccccc1F)C1CCCN(C(=O)Nc2ccccc2)C1 (stereo unspecified)	1	0	4	-1	-4	i	4	6	0	32
Cc1ccc(CNC(=O)C2CCC(=O)N(CCc3cccc(F)c3)C2)s1 (stereo unspecified)	2	-4	8	4	-33	i	-2	-2	.	34
COc1ccc(CCN=C(N)NS(=O)(=O)c2ccc(C)c(C)c2)cc1OC	-6	4	10	18	-9	i	-13	-11	-1	-4
Cc1cccnc1CN1CCN(Cc2nc(C(c3ccccc3)c3ccccc3)no2)CC1	4	3	15	11	-1	i	3	1	-5	3
CC(C)N1CCc2c(sc(N)c2C#N)C1	.	-14	14	-3	.	i	.	0	9	13
CC(C)CNC(=S)Nc1ccc(S(N)(=O)=O)cc1	1	0	18	-6	-3	i	5	-7	0	-7
COc1ccc(-c2nc(CSCC(=O)NCCCN3CCCC3=O)c(C)o2)cc1	-4	-1	2	-3	-20	i	-3	-3	1	-7
CC12CCC(=O)N1C(C(=O)NCCc1ccc(S(N)(=O)=O)cc1)CS2 (stereo unspecified)	-4	6	35	9	-31	i	-5	-6	-2	4
The results go on:
SMILES	HSP90 inh	GSK3beta inhib	AI-2 QS modul	aSyn 5UTR inh	KLF5 inhibitor	PolyA inhibitor	IEC-6 tox	HSF1 inhib	GSK3 alpha inh	HSF1 activator
COc1ccc(S(=O)(=O)N2CCN(C3CCN(Cc4ccccc4)CC3)CC2)cc1	-1	-1	27	18	-17	i	0	-2	-1	-3
CC1(C)CC(=O)C=C(NNC(=O)OC(C)(C)C)C1	6	-2	9	-5	7	.	4	-1	0	1
Cc1ccc2nc(NC(=O)C3CC(=O)N(Cc4ccco4)C3)sc2c1 (stereo unspecified)	4	-1	8	-21	24	i	-2	-3	7	-6
Cn1c(C(=O)Nc2ccc3c(c2)OCCO3)cc2sccc21	4	0	25	-87	-128	i	-4	0	0	1
O=C(O)c1ccc2nnn(O)c2c1	1	6	6	3	-6	i	-4	-5	-6	-2
NC(=O)CN1C(=O)NC(c2ccccc2)(c2ccccc2)C1=O	-4	.	.	-6	0	i	4	-10	-2	-4
CCc1c(C)sc(NC(=O)Cc2ccccc2C)c1C(=O)N1CCOCC1	-7	-2	4	25	-2	i	-4	-5	-2	-20
Nc1ccc(-c2nc3ccc([N+](=O)[O-])cc3[nH]2)cc1	0	-1	18	-84	-178	.	2	18	-2	16
COc1cc(/C=C/C(=O)OCC(=O)N2CCCCCC2)ccc1OCC#N	-1	3	11	-18	-13	i	-11	-5	-1	-6
COc1cccc(CNc2ccc(F)c(Cl)c2)c1OC	5	1	9	-59	-7	i	2	18	-1	-5
Cc1ccc(S(=O)(=O)NCCc2ccncc2)cc1	2	0	4	2	8	i	1	-1	-1	23
COc1ccc(C(=O)N=C2SC3CS(=O)(=O)CC3N2c2ccc(C(C)=O)cc2)cc1 (stereo unspecified)	-3	3	10	17	-15	i	-4	0	0	5
Cc1c(Cl)cccc1NC(=S)N1CCc2ccccc2C1	-1	-3	17	8	-8	i	7	7	-2	17
COc1cccc(/C=N/NC(=O)CC2C(=O)NN=C2C)c1O (stereo unspecified)	6	-2	13	14	-16	i	0	-6	-3	-2
COc1cccc(C(=O)NNC(=O)C2CC(C)=C(C)CC2C(=O)O)c1 (stereo unspecified)	0	-4	14	14	-78	i	0	-4	0	-12
Cc1ccc(C)c(N(CC(=O)Nc2ccc(-c3nc4ccc(C)cc4s3)cc2)S(C)(=O)=O)c1	-4	-2	32	-80	10	i	-2	-2	-1	2
COc1ccc(NC(=S)N2CCCC(c3nc4ccc(C)cc4[nH]3)C2)c(OC)c1 (stereo unspecified)	-3	4	20	22	-6	i	-1	-1	-7	20
Cc1cc(C)nc(-n2nc(C)cc2NC(=O)c2cc3ccccc3oc2=O)n1	.	2	18	-18	.	i	.	-1	-1	-16
COCCNC(=O)C(NC(=O)C1CCC(C)CC1)C(C)C (stereo unspecified)	-2	2	12	-2	-5	i	-1	-7	0	-5
COCCNC(C(=O)Nc1ccc([N+](=O)[O-])cc1Br)c1ccccc1 (stereo unspecified)	-2	2	-5	-16	2	i	2	-2	-1	23
CC(Oc1ccc(Br)cc1Br)C(=O)Nc1cccnc1 (stereo unspecified)	-6	-2	-9	.	-22	.	-2	.	.	.
C=CCNC(=S)NNC(=O)C(CCC(C)C)CC(C)O (stereo unspecified)	0	0	12	3	-1	i	-1	2	5	6
CCOC(=O)c1sc2nc(SCC(=O)N(CC)CC)n(CCCN3CCCC3=O)c(=O)c2c1C	-2	-2	-3	29	-28	i	0	-1	-2	-3

This is a subset (hit frequency here may not be typical).
